Source: PubChem (several laboratories)
Dynein cargo inh = blocks dynein driven cargo transport along microtubules; 220,000 compounds, 0.47% hits; AID 1381; 3617.4 mouse cells, GR-EGFP nuclear translocation imaging; test concentration mostly 20 µM; stimulated with dexamethasone, 1 µM; active compounds read low; z-score, hits read low;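 active = plate z-score of nuclear minus cytoplasmic receptor signal below a set negative limit, without overly bright fluorescence or cell loss, cut at about -3.5 in these data, passing the limit was not always enough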;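 note: z-score of nuclear minus cytoplasmic ring GR-EGFP intensity difference per well; some compounds called inactive have numbers as strong as hits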
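Buffer or medium: tetracycline-free induction medium containing charcoal-stripped FBS / Reagent: dexamethasone agonist, 1.0 µM final, for 30 min / Technique: automated 10x imaging of fixed Hoechst-stained cells / Times: induction 48 h, compound 1 h, agonist 30 min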
Myeloid diff MLP = myeloid differentiation induction. ER-HoxA9 myeloid progenitors, lysozyme-GFP differentiation, flow cytometry. calls only at 10 µM. 360,000 compounds, 1% hits. AID 624256;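 active = normalized GFP-positive differentiation at or above the plate's own cutoff, the solvent-only control mean plus 3 SD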;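 note: cells exposed to compound for four days before flow analysis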
MT stabilize HCS = microtubule stabilization, imaging screen; 200,000 compounds, 0.83% hits; HeLa tubulin immunostaining HCS, 24 h; share of cells brighter than vehicle mean+2SD; AID 2205; % tubulin-high responders, % at 10 µM;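 active = plate Z-score above 3 for both tubulin-high and condensed-nucleus cell shares, with cell loss under 80%, at 10 µM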;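 note: anti alpha tubulin signal scored within the nucleus-defined area of each cell; some results filed as inactive read as strong as hits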
Ins promoter up = MIN6 insulin promoter up-regulation | z-score at 5 µM | 190,000 compounds, 0.3% hits | MIN6 insulin promoter-GFP reporter, high-content imaging; active compounds read high;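 active = z-score above 3 at 5 µM with at least 500 cells counted in the well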
T cell HTS = T cell immune modulation candidate; AID 2052; 2C CD8+ T cell-vesicle binding, flow cytometry; active compounds read low; 330,000 compounds, 0.068% hits; calls only at 7 µM;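 active = response, share of CD8 T cells binding vesicles, and their 90th percentile fluorescence all below set limits, cut at about 80% in these data, passing the limit was not always enough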
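incubation = binding step 1.5 h, 37 °C, antibody labelling 20 min, ice | test system = 2C mouse CD8+ T cells | read-out basis = percent CD8+ FL2 mean versus row control | controls = Peptide-free naked vesicles (low) and QL9 vesicles with 0.7% DMSO vehicle (high) | detection = flow cytometry of vesicle-bound cells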
TNAP activators = human TNAP enzyme activators, primary screen, biochemical, luminescent, no phosphate acceptor, uHTS (AID 1001). 200,000 compounds, 0.03% hits. one-dose activation fold at 20 µM; EC50 in µM for titrated hits. purified TNAP, luminescent activation assay, no phosphate acceptor; higher activation fold means a stronger effect; in the data active = activation fold from about 3, or a potency from the dose series; inactive = the rest, 99 in 100 with activation fold below about 1.6; note: many of its hits are not listed in these tables
bCat nuc transl = beta-catenin nuclear translocation modulation; HeLa beta-catenin nuclear translocation, immunofluorescence imaging; nuclear translocation activity, % at 5 µM; 190,000 compounds, 0.3% hits; AID 1665;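 active = nuclear translocation activity above 50% at 5 µM, with a well cell count of 50 or more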;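 note: per-cell ratio of nuclear to cytoplasmic median beta-catenin stain intensity; plate controls were DMSO negative control for no effect and GSK-3 inhibitor IX positive control for full effect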
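Technique: fluorescence imaging of beta-catenin antibody stain plus DAPI / Material: human HeLa cell line / Incubation: compound treatment 24 h, 37°C, 5% CO2 / Read-out basis: % activation of per-cell nuclear versus cytoplasmic median beta-catenin signal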
Lipid droplet = hepatic lipid droplet formation modulation; AML12 mouse hepatocytes, oleate lipid droplets, BODIPY imaging; inhibition, % at 6.5 µM; 240,000 compounds, 0.4% hits; AID 1656;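 active = lipid droplet intensity inhibited by at least 50%, with more than 500 cells counted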
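Test system: AML12 hepatocytes (mouse); reagent: oleate loading, 100 µM; dosing: one dose, 6.5 µM compound; incubation: overnight exposure; signal: fluorescence imaging, 20x objective, two fields per well; read-out basis: % inhibition of corrected integrated BODIPY droplet signal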
PMI inhibitors = MPI enzyme activity inhibition – biochemical, fluorescence intensity, coupled assay, primary screen (AID 1209). purified PMI enzyme, coupled fluorescence intensity; higher % means a stronger effect. inhibition, % at 20 µM; hits with a dose series show IC50 in µM. 190,000 compounds, 0.42% hits; in the data active = inhibition above about 50%;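 note: plate controls were DMSO vehicle for no effect and wells lacking substrate for full effect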
Dynein cargo inh cytoplasmic EGFP = further read-out of Dynein cargo inh, marked with its call; z-score; measured here: cytoplasmic GR-EGFP intensity; active compounds read high
Dynein cargo inh nuclear GR-EGFP = second read-out of Dynein cargo inh, no call of its own (marks repeat the call); z-score; measured here: nuclear GR-EGFP intensity;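 lower value marks the stronger effect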
Dynein cargo inh cell count = further read-out of Dynein cargo inh, marked with its call; z-score; measured here: cell count per field
Ins promoter up cell count = second read-out of Ins promoter up, no call of its own (marks repeat the call); cell count; measured here: cytotoxicity, nuclei count;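 total cells summed across four imaged fields per well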
Lipid droplet cells 6.5 µM = recorded beside Lipid droplet, whose call it bears; cell count; measured here: cell count, cytotoxicity flag;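 cells counted across two imaged fields per well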
bCat nuc transl cell count 5 µM = recorded beside bCat nuc transl, whose call it bears; cell count; measured here: cell count, cytotoxicity flag
T cell HTS vesicle-bound % = also measured in T cell HTS; calls as there; double positive events, %; measured here: CD8+ vesicle-bound cell fraction;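 binding gate set so that unloaded-vesicle control wells show 10% double positive cells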
MT stabilize HCS Hoechst-high % = also measured in MT stabilize HCS; calls as there; % Hoechst-high responders; measured here: nuclear condensation Hoechst responders;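 share of cells brighter than vehicle mean plus two SD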
MT stabilize HCS cytotoxicity % = recorded beside MT stabilize HCS, whose call it bears; toxicity, %; measured here: cytotoxicity by cell density;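 0% = mean cell density of plate MIN control wells and 100% = no cells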
Myeloid diff MLP GFP+ MAC1+ % = second read-out of Myeloid diff MLP, no call of its own (marks repeat the call); GFP+ MAC1+ double positive, %; measured here: differentiation confirmed by MAC1 staining
Starred values were filed as active, the others as inactive. The order is random. Share with any hit: about 3%.

`CN(C)S(=O)(=O)c1ccc(C(=O)Nc2nnc(Cc3ccccc3)s2)cc1` gave Dynein cargo inh 0.095, Myeloid diff MLP inactive, MT stabilize HCS 3.5, Ins promoter up 0.96, T cell HTS inactive, TNAP activators 0.9, bCat nuc transl 0.6, Lipid droplet -2, PMI inhibitors 5%, Dynein cargo inh cytoplasmic EGFP -0.25, Dynein cargo inh nuclear GR-EGFP 0.11, Dynein cargo inh cell count 0.083, Ins promoter up cell count 1237, Lipid droplet cells 6.5 µM 751, bCat nuc transl cell count 5 µM 1019, T cell HTS vesicle-bound % 41, MT stabilize HCS Hoechst-high % 2.5, MT stabilize HCS cytotoxicity % 4.3 and Myeloid diff MLP GFP+ MAC1+ % 0.4.
C[C@H](O)[C@@H](C(=O)N1CCN(C(=O)OC(C)(C)C)CC1)n1cc(CCCCNC(=O)OC(C)(C)C)nn1 was read as Dynein cargo inh -1.1, Myeloid diff MLP inactive, MT stabilize HCS 3.6, Ins promoter up 0.48, T cell HTS inactive, TNAP activators 1.1, bCat nuc transl -1.4, Lipid droplet 5, PMI inhibitors 2%, Dynein cargo inh cytoplasmic EGFP -0.29, Dynein cargo inh nuclear GR-EGFP -0.42, Dynein cargo inh cell count 0.4, Ins promoter up cell count 1412, Lipid droplet cells 6.5 µM 688, bCat nuc transl cell count 5 µM 1181, T cell HTS vesicle-bound % 27, MT stabilize HCS Hoechst-high % 2.2, MT stabilize HCS cytotoxicity % 5.2 and Myeloid diff MLP GFP+ MAC1+ % 1.5.
O=C(N/C=C/n1cnc2cc(C(F)(F)F)ccc21)c1ccccc1 was read as Dynein cargo inh 1.3, MT stabilize HCS 2.1, Ins promoter up 1.6, T cell HTS inactive, TNAP activators 1.1, bCat nuc transl -1.0, Lipid droplet 20, PMI inhibitors 0%, Dynein cargo inh cytoplasmic EGFP 0.71, Dynein cargo inh nuclear GR-EGFP 1.7, Dynein cargo inh cell count -1.7, Ins promoter up cell count 1319, Lipid droplet cells 6.5 µM 662, bCat nuc transl cell count 5 µM 1134, T cell HTS vesicle-bound % 49, MT stabilize HCS Hoechst-high % 1.3 and MT stabilize HCS cytotoxicity % 1.6.
Cc1c(C(=O)O)oc2ccc(S(=O)(=O)NCCC3=CCCCC3)cc12 was read as Dynein cargo inh -0.31, Myeloid diff MLP inactive, MT stabilize HCS 2.0, T cell HTS inactive, TNAP activators 1, bCat nuc transl 3.2, Lipid droplet -4, PMI inhibitors -9%, Dynein cargo inh cytoplasmic EGFP -0.15, Dynein cargo inh nuclear GR-EGFP -0.85, Dynein cargo inh cell count -0.21, Lipid droplet cells 6.5 µM 666, bCat nuc transl cell count 5 µM 1027, T cell HTS vesicle-bound % 56, MT stabilize HCS Hoechst-high % 1.3, MT stabilize HCS cytotoxicity % 0.5 and Myeloid diff MLP GFP+ MAC1+ % 6.9.
`COc1ccccc1NC(=O)c1ccc([N+](=O)[O-])cc1[N+](=O)[O-]` gave Dynein cargo inh -0.66, Myeloid diff MLP inactive, MT stabilize HCS 1.7, T cell HTS inactive, TNAP activators 1.1, Lipid droplet -2, PMI inhibitors -16%, Dynein cargo inh cytoplasmic EGFP -0.25, Dynein cargo inh nuclear GR-EGFP -0.25, Dynein cargo inh cell count 0.83, Lipid droplet cells 6.5 µM 716, T cell HTS vesicle-bound % 36, MT stabilize HCS Hoechst-high % 1.1, MT stabilize HCS cytotoxicity % 5.1 and Myeloid diff MLP GFP+ MAC1+ % 0.6.
CCCCNC(=S)NNC(=O)c1csc2c1CCC(C)C2 (stereo not drawn) was read as Dynein cargo inh -1.3, Myeloid diff MLP inactive, MT stabilize HCS 2.2, T cell HTS inactive, TNAP activators 1.1, PMI inhibitors -21%, Dynein cargo inh cytoplasmic EGFP 0.3, Dynein cargo inh nuclear GR-EGFP -0.91, Dynein cargo inh cell count 0.7, T cell HTS vesicle-bound % 34, MT stabilize HCS Hoechst-high % 1.9, MT stabilize HCS cytotoxicity % 9.2 and Myeloid diff MLP GFP+ MAC1+ % 0.7.
For Cc1cnc(C(=O)Nc2ccccc2-n2cccc2)cn1 the results were Dynein cargo inh 0.4, Myeloid diff MLP inactive, MT stabilize HCS 3.1, Ins promoter up -0.05, T cell HTS inactive, TNAP activators 1.1, bCat nuc transl -1.4, Lipid droplet 30, PMI inhibitors 12%, Dynein cargo inh cytoplasmic EGFP -0.18, Dynein cargo inh nuclear GR-EGFP 0.22, Dynein cargo inh cell count 0.92, Ins promoter up cell count 916, Lipid droplet cells 6.5 µM 775, bCat nuc transl cell count 5 µM 1003, T cell HTS vesicle-bound % 32, MT stabilize HCS Hoechst-high % 2.2, MT stabilize HCS cytotoxicity % 6.5 and Myeloid diff MLP GFP+ MAC1+ % 0.2.
`Cc1occc1-c1nnc(SCC(=O)c2ccc3c(c2)OCCO3)n1CC1CCCO1` (stereo not drawn) gave Dynein cargo inh -0.73, Myeloid diff MLP inactive, Ins promoter up -0.43, T cell HTS inactive, bCat nuc transl 0.7, Lipid droplet 3, Dynein cargo inh cytoplasmic EGFP -0.19, Dynein cargo inh nuclear GR-EGFP 0.081, Dynein cargo inh cell count -0.43, Ins promoter up cell count 1076, Lipid droplet cells 6.5 µM 677, bCat nuc transl cell count 5 µM 1321, T cell HTS vesicle-bound % 33 and Myeloid diff MLP GFP+ MAC1+ % 0.9.
Screening COc1ccccc1OCCNc1nc2c(c(=O)n(C)c(=O)n2C)n1C returned Dynein cargo inh 0.47, Myeloid diff MLP inactive, MT stabilize HCS 4.4, T cell HTS inactive, TNAP activators 1.1, bCat nuc transl -10, Lipid droplet 10, PMI inhibitors -9%, Dynein cargo inh cytoplasmic EGFP -0.21, Dynein cargo inh nuclear GR-EGFP 0.15, Dynein cargo inh cell count 0.35, Lipid droplet cells 6.5 µM 786, bCat nuc transl cell count 5 µM 529, T cell HTS vesicle-bound % 8, MT stabilize HCS Hoechst-high % 3.2, MT stabilize HCS cytotoxicity % 5.6 and Myeloid diff MLP GFP+ MAC1+ % 0.5.
For Clc1cccc(NCc2nnc3n2CCCCC3)c1 the results were Dynein cargo inh -0.13, Myeloid diff MLP inactive, MT stabilize HCS 4.3, Ins promoter up -0.19, T cell HTS inactive, TNAP activators 1.1, bCat nuc transl 0.3, Lipid droplet 30, PMI inhibitors -3%, Dynein cargo inh cytoplasmic EGFP -0.17, Dynein cargo inh nuclear GR-EGFP -0.014, Dynein cargo inh cell count -0.28, Ins promoter up cell count 1284, Lipid droplet cells 6.5 µM 755, bCat nuc transl cell count 5 µM 1062, T cell HTS vesicle-bound % 45, MT stabilize HCS Hoechst-high % 2.2, MT stabilize HCS cytotoxicity % 5.1 and Myeloid diff MLP GFP+ MAC1+ % 0.2.
CSCCC(NS(=O)(=O)c1c(Cl)cccc1Cl)C(=O)O (stereo not drawn) was read as Dynein cargo inh 0.32, Myeloid diff MLP inactive, MT stabilize HCS 2.7, Ins promoter up -0.46, T cell HTS inactive, TNAP activators 1.1, bCat nuc transl 2.9, Lipid droplet -14, PMI inhibitors 14%, Dynein cargo inh cytoplasmic EGFP -0.23, Dynein cargo inh nuclear GR-EGFP 0.53, Dynein cargo inh cell count -1.1, Ins promoter up cell count 1187, Lipid droplet cells 6.5 µM 681, bCat nuc transl cell count 5 µM 1096, T cell HTS vesicle-bound % 11, MT stabilize HCS Hoechst-high % 2.0, MT stabilize HCS cytotoxicity % 7.7 and Myeloid diff MLP GFP+ MAC1+ % 0.5.
Cc1c(C(=O)NCc2cccnc2)oc2ccc(S(=O)(=O)N3CCCCC3)cc12 was read as Dynein cargo inh 0.88, Myeloid diff MLP inactive, MT stabilize HCS 1.5, T cell HTS inactive, TNAP activators 1.1, bCat nuc transl 0.1, Lipid droplet -13, PMI inhibitors -16%, Dynein cargo inh cytoplasmic EGFP -0.24, Dynein cargo inh nuclear GR-EGFP -0.46, Dynein cargo inh cell count 0.63, Lipid droplet cells 6.5 µM 585, bCat nuc transl cell count 5 µM 1145, T cell HTS vesicle-bound % 58, MT stabilize HCS Hoechst-high % 1.8, MT stabilize HCS cytotoxicity % 12 and Myeloid diff MLP GFP+ MAC1+ % 8.8.
COc1ccc(C(=O)NNC(=O)c2ccc(S(=O)(=O)N3CCCCC3)cc2)cc1 was read as Dynein cargo inh -0.31, Myeloid diff MLP inactive, MT stabilize HCS 2.5, Ins promoter up 0.07, T cell HTS inactive, TNAP activators 1.1, bCat nuc transl -0.2, Lipid droplet 8, PMI inhibitors 6%, Dynein cargo inh cytoplasmic EGFP -0.34, Dynein cargo inh nuclear GR-EGFP 0.1, Dynein cargo inh cell count 0.88, Ins promoter up cell count 1434, Lipid droplet cells 6.5 µM 714, bCat nuc transl cell count 5 µM 1039, T cell HTS vesicle-bound % 47, MT stabilize HCS Hoechst-high % 2.0, MT stabilize HCS cytotoxicity % 6.1 and Myeloid diff MLP GFP+ MAC1+ % 1.6.
